PolyA inhibitor: blocks polyadenylation in yeast reporter cells | S. cerevisiae SKY197-pL101 polyadenylation reporter, beta-gal luminescence; efflux-impaired pdr1/pdr3 knockout yeast; score 100 = 6 SD above DMSO | calls only at 12 µM | 0.02% of 300,000 active | AID 1875;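 active = lowest replicate activity score at least 50, where 100 means six control SD above control mean; inconclusive = lowest score under 50 but half or more replicates reach 50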;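 note: yeast exposed to compound for 9 h at 30 °C; higher score means more reporter readthrough which indicates perturbed polyadenylation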
GSK3A inh: human GSK-3 alpha kinase inhibition; ADP-Glo luminescence, 60 min; inhibition, % at 10 µM; 0.1% of 320,000 active; AID 2650;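 in the data active = inhibition above about 50%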;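 note: GST-tagged GSK-3 alpha with peptide substrate and 25 µM ATP; 0% = DMSO neutral wells and 100% = GW8510 positive control wells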
Target sequence (P49840 whole entry, looked up): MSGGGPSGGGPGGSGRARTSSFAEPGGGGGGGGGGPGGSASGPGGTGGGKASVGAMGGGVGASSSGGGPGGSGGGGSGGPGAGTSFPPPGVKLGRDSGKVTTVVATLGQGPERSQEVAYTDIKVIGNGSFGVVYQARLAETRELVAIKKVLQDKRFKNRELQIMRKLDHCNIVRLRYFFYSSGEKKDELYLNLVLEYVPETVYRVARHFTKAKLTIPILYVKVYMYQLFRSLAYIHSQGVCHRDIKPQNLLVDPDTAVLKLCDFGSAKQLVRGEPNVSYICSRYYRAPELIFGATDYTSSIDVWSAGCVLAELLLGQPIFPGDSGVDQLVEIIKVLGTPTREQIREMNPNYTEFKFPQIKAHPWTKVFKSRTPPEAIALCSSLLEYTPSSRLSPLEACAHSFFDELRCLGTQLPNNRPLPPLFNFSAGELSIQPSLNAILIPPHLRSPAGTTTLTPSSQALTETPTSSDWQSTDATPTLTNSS
KLF5 inh: kruppel-like factor 5 inhibition | DLD-1 KLF5 promoter-luciferase reporter, luminescence | inhibition, % at 5 µM | 0.23% of 290,000 active | AID 1700;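 active = inhibition above a per-plate limit of that plate's mean compound inhibition plus 3 SD, cut at about 60% in these data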;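 note: 0% = DMSO wells and 100% = LY294002 at 200 µM; higher means less KLF5 promoter-driven luciferase light; inactives centre near -14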
aSyn UTR inh: MLPCN primary screen, SNCA 5' untranslated region | alpha-synuclein 5'UTR reporter, inhibitor activity | inhibition, % (tested at 7.5 µM) | 0.82% of 300,000 active | AID 1813; in the data active = inhibition above about 60%; inconclusive = no clear call, values can overlap the other calls;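 note: H4 neuroglioblastoma cells stably carrying SNCA 5'UTR luciferase fusion; 0% = DMSO wells and 100% = positive control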
HSP90 inh: HSP90 refolding inhibition in rabbit reticulocyte lysate; inhibition, % at 5.6 µM; AID 1789; 0.91% of 290,000 active; luciferase refolding luminescence, 3 h;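 active = inhibition above the screen-wide mean plus 3 SD, computed separately per campaign, cut at about 16% in these data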;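 note: 0% = DMSO wells and 100% = 60 µM geldanamycin wells; inhibitors lower the luminescence because luciferase stays unfolded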
HSF1 inhib: HSF1 inhibition; 0.77% of 300,000 active; activity change, negative = inhibition, % at 7.5 µM (by protocol); NIH3T3-HGL HSE-luciferase, MG132-induced, luminescence 8 h; hits give low values;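 active = more than half of replicate wells show activity change below -50%, luminescence cut by over half; inconclusive = some wells, but at most half, below -50%; inactive = no replicate well below -50%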;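 note: luciferase reports HSF-1 transcriptional activity via heat shock element; 0% = median of DMSO wells and -100% = zero luminescence signal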
IEC-6 cytotox: kills IEC-6 intestinal cells in KLF5 counter-screen | IEC-6 cytotoxicity, luminescence viability | inhibition, % at 5 µM | 0.78% of 290,000 active; in the data active = inhibition above about 22%;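 note: 0% = plate median of test compound wells and 100% = cytotoxic reference compound wells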
AI-2 QS modul: modulators of Vibrio harveyi AI-2 quorum sensing system. AID 2094. 0.4% of 300,000 active. Vibrio harveyi JMH597 AI-2 luminescence/OD600 ratio, 9 h; hits give low values; strain lacks LuxN and CqsS sensors; 0 = neutral-control median. activity change, % at 7.5 µM; in the data active = activity change below about -75%, passing the limit was not always enough; inconclusive = no clear call, values can overlap the other calls;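 note: luminescence divided by OD600 gain over 9 h not by final OD600 alone; inactives centre near 13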
HSF1 activator: increases HSF-1 driven luciferase reporter signal | NIH3T3-HGL HSF-1 luciferase reporter, MG132, 8 h; 100% = twice DMSO control signal | activation, % at 9 µM | 1.7% of 300,000 active | AID 504408;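 active = mean replicate activation of at least 50% with a set share of replicates each reaching 50%; inconclusive = only one of those two conditions met; inactive = mean below 50% and too few replicates reaching it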;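 note: 0% = median of the neutral control wells and 100% = twice that signal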
GSK3B inh: inhibitors of human GSK3beta kinase | activity score (negative = inhibition), % at 10 µM | 0.038% of 300,000 active | P49841 | AID 2097 | GST-GSK3beta kinase, ADP-Glo luminescence, 60 min; hits give low values;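 active = more than half of replicate wells score below -50%, meaning over 50% inhibition versus plate controls; inconclusive = some replicates but at most half score below -50%; inactive = no replicate scores below -50%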;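 note: 0% = median DMSO wells and -100% = median GW8510 positive control wells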
Target sequence (P49841 whole entry, looked up): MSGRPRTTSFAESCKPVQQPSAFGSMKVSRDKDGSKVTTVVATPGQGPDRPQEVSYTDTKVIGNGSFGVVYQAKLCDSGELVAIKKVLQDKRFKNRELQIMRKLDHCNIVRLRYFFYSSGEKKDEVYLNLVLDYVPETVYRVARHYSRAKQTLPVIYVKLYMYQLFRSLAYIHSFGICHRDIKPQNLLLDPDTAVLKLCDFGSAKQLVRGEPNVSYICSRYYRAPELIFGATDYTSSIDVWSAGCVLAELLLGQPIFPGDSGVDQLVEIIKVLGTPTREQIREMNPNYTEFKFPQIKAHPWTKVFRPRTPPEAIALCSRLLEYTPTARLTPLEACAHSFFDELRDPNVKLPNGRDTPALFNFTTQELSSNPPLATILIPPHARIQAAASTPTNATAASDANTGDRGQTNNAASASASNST
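Assay system: GST-tagged human GSK3beta kinase, cell-free; Input: 1.6 ng GSK3beta; Medium: Tris/MgCl2 kinase buffer; Timing: 60 min enzyme reaction, room temperature; Signal: ADP-Glo luminescence quantifying ADP generated by kinase; Evaluation: score relative to plate controls; Benchmarks: DMSO neutral wells and GW8510 at 20 µM as positive.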
Starred values were filed as active, the others as inactive; i = inactive; ? = inconclusive; / = not tested or not shown.

The first 3 compounds (preview)
SMILES	PolyA inhibitor	GSK3A inh	KLF5 inh	aSyn UTR inh	HSP90 inh	HSF1 inhib	IEC-6 cytotox	AI-2 QS modul	HSF1 activator	GSK3B inh
O=C(COC(=O)c1cnccn1)c1ccc2c(c1)CCCC2	i	-1	-32	18	0	0	-7	0	-5	2
Cn1c(N)c(C(=O)CSc2nnnn2-c2ccccc2)c(=O)n(C)c1=O	i	-2	-36	-10	0	-2	4	2	1	2
O=C(CSc1ccc(-c2cccs2)nn1)N1CCCCC1	i	-1	-32	-33	1	2	-1	0	30	-1

The whole of this part, previewed entries included:
SMILES	PolyA inhibitor	GSK3A inh	KLF5 inh	aSyn UTR inh	HSP90 inh	HSF1 inhib	IEC-6 cytotox	AI-2 QS modul	HSF1 activator	GSK3B inh
O=C(COC(=O)c1cnccn1)c1ccc2c(c1)CCCC2	i	-1	-32	18	0	0	-7	0	-5	2
Cn1c(N)c(C(=O)CSc2nnnn2-c2ccccc2)c(=O)n(C)c1=O	i	-2	-36	-10	0	-2	4	2	1	2
O=C(CSc1ccc(-c2cccs2)nn1)N1CCCCC1	i	-1	-32	-33	1	2	-1	0	30	-1
Cc1cccc(NC(=O)NC2CCCCCCC2)c1C	/	/	-72	/	-4	/	0	6	/	0
COc1ccccc1CNc1nc(SC)ncc1CO	i	-2	-4	-24	-2	-2	2	4	1	2
O=C(NNC(=S)NC(=O)c1ccco1)c1ccc(NC(=O)c2ccccc2)cc1	i	8	-8	-15	3	9	3	52	-11	-1
O=c1c2ccccc2nc(-c2ccc(Br)cc2)n1Cc1ccccc1	i	4	9	28	2	0	6	46	-1	-1
Cc1ccc(S(=O)(=O)N(C)C)cc1-n1c(SCC(=O)Nc2ccc(F)c(F)c2F)nc2ccccc2c1=O	i	-3	11	-16	2	3	3	34	10	2
CCOC(=O)C1=C(C)C(c2ccc(OC)cc2OC)NC(=O)N1 (centres undefined)	i	0	0	10	0	9	1	11	27	-4
CCOc1ccccc1CNC(=O)c1ccc(NC(=O)C2=CSCCO2)cc1	i	0	-35	12	-1	-5	1	10	-3	0
Cc1ccc(-c2nn(-c3ccccc3)cc2/C=N/n2c(-c3cccs3)n[nH]c2=S)cc1	i	-2	-11	-29	-1	4	1	23	14	-3
CCCn1c(SCC(=O)NC(C)C)nc2sc3c(c2c1=O)CCC3	i	0	-8	5	0	2	12	30	-11	2
CCN(C(=O)CSc1nc2ccccc2n1CCc1ccccc1)C1CCS(=O)(=O)C1 (centres undefined)	i	-5	-27	-7	9	-5	4	-4	17	-1
COc1ccc(CNC(=O)C(c2ccc(O)cc2)N(Cc2ccco2)C(=O)c2snc(C(N)=O)c2N)cc1 (centres undefined)	i	-2	20	17	3	-13	3	-3	-4	-1
CCOc1nc(SCCOc2ccc(Cl)cc2Cl)nc(N(C)C)n1	i	-2	-6	9	3	7	6	-5	10	0
Cc1cc(C)n2nc(SCc3cc(=O)oc4cc(O)ccc34)nc2n1	i	2	-20	12	2	1	-3	28	14	3
Cn1c(C(=O)NCc2cccs2)cc2oc3ccccc3c21	i	/	-39	-261	0	13	0	-5	26	0
CC(=O)NCCCc1nc2ccccc2n1Cc1ccc(C)cc1	i	-1	-7	-7	1	6	1	-5	3	2
Cc1onc(-c2ccccc2Cl)c1C(O)c1ccc(F)cc1 (centres undefined)	i	0	-4	10	3	-9	2	1	13	5
Cc1ccsc1/C=C/c1ccc2cccc(O)c2n1	i	-4	-88	-26	2	46	1	26	71*	0
Cn1c(=O)c2cn3ncccc3c2n(C)c1=O	i	/	-23	-7	-2	-11	-6	23	-17	1
O=C(Cc1cccs1)NNC(=S)NCc1ccco1	i	-2	11	-2	3	-2	5	3	13	-2
Cc1c(C(=O)N2CCOCC2)sc(NC(=O)C(C)C)c1C#N	i	0	-13	14	-1	-2	4	6	32	-1
Cc1ccc(S(=O)(=O)NCc2ccco2)cc1C	i	0	-18	1	-3	1	4	-3	-10	2
CN(CCOCCOc1ccc2ccccc2c1)Cc1ccccc1	i	0	16	-5	5	-4	2	11	-21	-3
CCC(=O)c1ccc(OCC(O)Cn2cnc3ccccc32)cc1 (centres undefined)	i	0	-2	-5	-2	-6	3	30	2	3
Cc1cc(C(C)(C)C)cc(C)c1CCNC(=O)c1ccc[n+]([O-])c1	i	1	9	18	0	4	2	/	7	/
CCc1c(C)nc(SCC(=O)CC(=O)OC(C)C)c(C#N)c1C	i	-4	-29	21	-2	3	2	8	-13	0
O=C(CSc1ccc(-c2ccccn2)nn1)NCc1ccc(F)cc1	i	-3	-18	2	0	3	-7	20	3	8
Cc1csc(Nc2ccccc2)[n+]1-c1ccccc1	i	1	10	-69	4	20	-6	13	19	-1
COCc1c(C(=O)OCC(=O)N2c3ccccc3CC2C)oc2ccccc12 (centres undefined)	i	-2	-10	30	2	-7	4	15	-18	2
CCc1ccc(NC(=O)CSc2nc3cc(C(=O)OC)ccc3c(=O)n2CC2CCCO2)cc1 (centres undefined)	i	-1	-25	19	-2	-4	-1	23	7	2
COC(=O)c1ccc(C23CC4(C2)[C@H](CN(CC2CCCCC2)[C@@H]4c2ccccc2)C3c2ccc(Cl)nc2)cc1 (some centres undefined)	i	4	/	24	/	3	/	49	9	28
Cc1cccc(NC(=O)CC2C(=O)NCCN2C(=S)Nc2ccccc2)c1 (centres undefined)	i	-4	11	-13	6	-13	5	13	-4	0
Cc1nc2ccccn2c1C(=O)N/N=C/c1ccc2c(c1)OCO2	i	-2	-68	-96	3	18	-4	11	30	0
NC(=O)c1ccc(NC(=O)Cc2csc(-c3ccccc3)n2)cc1	i	-3	-28	-39	2	17	3	-1	28	0

Structural class, the entries above containing a Cl atom
SMILES	PolyA inhibitor	GSK3A inh	KLF5 inh	aSyn UTR inh	HSP90 inh	HSF1 inhib	IEC-6 cytotox	AI-2 QS modul	HSF1 activator	GSK3B inh
CCOc1nc(SCCOc2ccc(Cl)cc2Cl)nc(N(C)C)n1	i	-2	-6	9	3	7	6	-5	10	0
Cc1onc(-c2ccccc2Cl)c1C(O)c1ccc(F)cc1 (centres undefined)	i	0	-4	10	3	-9	2	1	13	5
COC(=O)c1ccc(C23CC4(C2)[C@H](CN(CC2CCCCC2)[C@@H]4c2ccccc2)C3c2ccc(Cl)nc2)cc1 (some centres undefined)	i	4	/	24	/	3	/	49	9	28

Complete entries, looked up by structure. Screens in order: PolyA inhibitor | GSK3A inh | KLF5 inh | aSyn UTR inh | HSP90 inh | HSF1 inhib | IEC-6 cytotox | AI-2 QS modul | HSF1 activator | GSK3B inh
Cc1cc(C(C)(C)C)cc(C)c1CCNC(=O)c1ccc[n+]([O-])c1 is entered as i | 1 | 9 | 18 | 0 | 4 | 2 | / | 7 | /
CCc1ccc(NC(=O)CSc2nc3cc(C(=O)OC)ccc3c(=O)n2CC2CCCO2)cc1 (centres undefined) is entered as i | -1 | -25 | 19 | -2 | -4 | -1 | 23 | 7 | 2
CCC(=O)c1ccc(OCC(O)Cn2cnc3ccccc32)cc1 (centres undefined) is entered as i | 0 | -2 | -5 | -2 | -6 | 3 | 30 | 2 | 3

Two of the compounds above, as a markdown table:
| Structure | PolyA inhibitor | GSK3A inh | KLF5 inh | aSyn UTR inh | HSP90 inh | HSF1 inhib | IEC-6 cytotox | AI-2 QS modul | HSF1 activator | GSK3B inh |
| --- | --- | --- | --- | --- | --- | --- | --- | --- | --- | --- |
| COCc1c(C(=O)OCC(=O)N2c3ccccc3CC2C)oc2ccccc12 (centres undefined) | i | -2 | -10 | 30 | 2 | -7 | 4 | 15 | -18 | 2 |
| CCc1ccc(NC(=O)CSc2nc3cc(C(=O)OC)ccc3c(=O)n2CC2CCCO2)cc1 (centres undefined) | i | -1 | -25 | 19 | -2 | -4 | -1 | 23 | 7 | 2 |

(list continues)
SMILES	PolyA inhibitor	GSK3A inh	KLF5 inh	aSyn UTR inh	HSP90 inh	HSF1 inhib	IEC-6 cytotox	AI-2 QS modul	HSF1 activator	GSK3B inh
CSCC[C@H](NC(=O)NCc1ccccc1F)C(=O)O	i	-1	1	6	1	-15	-6	15	-1	1
O=C(O)c1ccc(-c2ccccc2)[nH]1	i	-6	-6	-17	-1	4	2	16	14	1
CCc1cccc(NS(=O)(=O)c2ccc3c(c2)NC(=O)CC(=O)N3)c1	i	2	-33	9	4	5	1	0	43	-1
COc1cccc(C(=O)C2CN(c3ccccc3)CC2c2ccc(Cl)cc2)c1 (centres undefined)	i	/	-20	-4	7	8	-5	0	7	3
O=C(Nc1ccc(F)c(F)c1)c1cccnc1	i	3	-6	-18	-1	-5	-3	21	-6	0
CCN(CC(=O)NCc1ccc(Cl)cc1)C(=O)CNS(=O)(=O)c1ccc(NC(C)=O)cc1	i	-1	-12	2	1	-1	-2	8	-2	-4
Cc1cc(C)cc(NC(=O)C(OC(=O)c2ccc(NC(=O)CC#N)cc2)c2ccccc2)c1 (centres undefined)	i	-4	/	3	/	-6	/	19	-3	2
COc1cc(C(=O)Nc2ccc(C(=O)O)cc2)ccc1OC(C)=O	i	3	-6	-7	4	0	-2	21	0	-4
Cc1cc(C(=O)COC(=O)c2cccnc2Cl)c(C)n1-c1c(C)n(C)n(-c2ccccc2)c1=O	i	9	2	3	7	-2	6	5	-12	-2
COCCNc1nc(-n2nc(C)cc2C)nc2sc3c(c12)CCCC3	i	-2	-46	-52	-3	-7	-1	16	5	1
CCOC(=O)c1sc(NNC(=O)c2ccc(F)cc2)nc1C	i	-1	-65	-76	-4	13	4	-7	28	0
CCOc1ccc(NC(=O)C/C(C)=N/NC(=O)COc2ccc(Br)cc2C)cc1	/	-3	-4	35	1	2	2	11	0	0
Cc1ccc(S(=O)(=O)Nc2ccc3ncccc3c2)cc1	/	-3	-36	8	0	/	10	66	/	-3
CCCCc1c(O)nc(SCC(=O)N2CCOCC2)n(-c2ccc(OC)cc2)c1=O	i	-3	-36	-3	-3	50	-6	65	?	-3
CC(=O)n1c(=O)oc2ccccc21	i	-2	/	2	/	-8	/	16	11	-3
COc1ccc(-n2nnnc2SCC(=O)c2ccc(OC)c(OC)c2)cc1	i	-3	-25	2	-1	14	-1	23	11	1
Brc1ccc(OCCCCCN2CCOCC2)cc1	i	-1	10	-37	5	2	8	10	-15	-1
CCOc1ccc(CCNC(=O)C(C)n2nc(C)c3c(C)n(-c4ccccc4)nc3c2=O)cc1 (centres undefined)	i	0	-15	-8	0	-5	1	9	-7	1
Cc1ccccc1NC1=NC2(CCCC2)N=C(N)N1	i	-1	0	3	-2	0	-3	18	13	1
O=C(Cc1ccccc1)Nc1ccc(NC(=O)c2ccco2)cc1	i	0	-36	-11	-3	13	-6	18	4	1
O=C(NNC(=O)c1cccc2ccccc12)c1ccc(-c2ccccc2)cc1	i	-1	-8	-3	-2	-1	1	15	-18	-1
CC(C)CN1CCN(Cc2nc(C(C)C)cs2)CC1CCO (centres undefined)	i	-1	-9	8	3	-3	-4	0	1	1

From PubChem

The list is partial; rates above refer to the full screens.
